Source: PubChem BioAssay (several laboratories)
MEKK2mut PB1 HTS: MEK5 binding signal on mutant MEKK2 PB1, primary screen, biochemical, multiplex bead flow cytometry, Alexa488-MEK5; Alexa488-MEK5 binding to MEKK2 mutant; percent response, % at 10 µM; hit rate 0.35% among 290,000; in the data active means percent response above about 24%, passing the limit was not always enough; further: inactives centre near 1; some results filed as inactive read as strong as hits; reference of the scale not given here
OXTR agonist: human OXTR agonists, primary screen, fluorescence, CHO-OTR cells, Fluo-8 calcium; Oxytocin receptor (Homo sapiens), P30559; Fluo-8 calcium fluorescence; normalized: DMSO 0%, oxytocin 100%; activation, % at 3 µM; hit rate 0.32% among 320,000; AID 2435, 2010;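 active means activation above the mean of all tested compounds plus 3 SD, cutoff set per screening run, cut at about 20% in these data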;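 further: peak over basal fluorescence ratio from a 100 s FLIPR kinetic read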
MEKK2wt PB1 HTS: modulators of MEK5 binding to wildtype MEKK2, primary screen, biochemical, multiplex bead flow cytometry, Alexa488-MEK5. AID 1531, 2009. binding response (% of control), % at 10 µM. Alexa488-MEK5 binding to MEKK2 WT; actives lie on both sides. Mitogen-activated protein kinase kinase kinase 2 (Homo sapiens), Q9Y2U5. hit rate 1.1% among 290,000; in the data active means binding response below about 67% or above about 130%
NALP1 yeast inh: NALP1 inflammasome inhibitors in reconstituted yeast, colorimetric, S. cerevisiae, triplicate retest; inhibition, % at 10 µM; AID 2071, 2009; hit rate 0.61% among 280,000; S. cerevisiae NALP1/ASC/caspase-1 growth, X-gal OD620, 72 h; in the data active means inhibition mostly above about 24%, no sharp cut-off; inactive means mostly below about 32%; further: some compounds called inactive have numbers as strong as hits
DNA FID counter: compounds displacing fluorescent DNA intercalator, primary screen, artefact control for HCV NS3 helicase inhibitor project, biochemical, FID fluorescence | DNA fluorescent intercalator displacement | inhibition, % at 7.9 µM | hit rate 0.17% among 290,000 | AID 1845, 2009; in the data active means inhibition above about 37%;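 further: 0% = vehicle and 100% = reference compound; higher means more ethidium bromide displaced from hairpin DNA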
GPR7 antag: GPR7 receptor antagonists, primary screen, cell-based, fluorescence, single concentration | Neuropeptides B/W receptor type 1 (Homo sapiens), P48145 | GPR7-expressing cells, fluorescence antagonist assay | inhibition, % at 4.4 µM | hit rate 1.1% among 290,000; in the data active means inhibition above about 16%, passing the limit was not always enough;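 further: cells stimulated with the agonist NPW; 0% = agonist with vehicle and 100% = vehicle without agonist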
PfM18AAP inh: PfM18AAP inhibitors, malaria aminopeptidase, primary screen, biochemical, QFRET, recombinant enzyme | M18 aspartyl aminopeptidase (Plasmodium falciparum 3D7) | H-Glu-NHMec fluorogenic cleavage | inhibition, % at 7.35 µM | hit rate 1.2% among 290,000 | AID 1822, 2009;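 active means inhibition above the campaign mean inhibition over all tested compounds plus 3 SD, cut at about 28% in these data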;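 further: 0% = plate median of test compound wells and 100% = 2 mM ZnCl2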
MEKK3 PB1 HTS: modulators of MEKK3-MEK5 PB1 binding, primary screen, biochemical, wildtype MEKK3, multiplex bead flow cytometry, Alexa488-MEK5. Mitogen-activated protein kinase kinase kinase 3 (Homo sapiens), Q99759. bead-based flow cytometry, Alexa488-MEK5 binding to MEKK3; actives lie on both sides; 0 = blocked by unlabeled MEK5, 100 = vehicle. binding response (% of control), % at 10 µM. hit rate 1.4% among 290,000;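 active means binding response more than 3 SD above or below the average of its plate-row segment, actives on both sides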;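 further: Alexa488 bead fluorescence after subtracting the streptavidin-only scavenger bead signal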
Target sequence (Q99759 whole entry, looked up): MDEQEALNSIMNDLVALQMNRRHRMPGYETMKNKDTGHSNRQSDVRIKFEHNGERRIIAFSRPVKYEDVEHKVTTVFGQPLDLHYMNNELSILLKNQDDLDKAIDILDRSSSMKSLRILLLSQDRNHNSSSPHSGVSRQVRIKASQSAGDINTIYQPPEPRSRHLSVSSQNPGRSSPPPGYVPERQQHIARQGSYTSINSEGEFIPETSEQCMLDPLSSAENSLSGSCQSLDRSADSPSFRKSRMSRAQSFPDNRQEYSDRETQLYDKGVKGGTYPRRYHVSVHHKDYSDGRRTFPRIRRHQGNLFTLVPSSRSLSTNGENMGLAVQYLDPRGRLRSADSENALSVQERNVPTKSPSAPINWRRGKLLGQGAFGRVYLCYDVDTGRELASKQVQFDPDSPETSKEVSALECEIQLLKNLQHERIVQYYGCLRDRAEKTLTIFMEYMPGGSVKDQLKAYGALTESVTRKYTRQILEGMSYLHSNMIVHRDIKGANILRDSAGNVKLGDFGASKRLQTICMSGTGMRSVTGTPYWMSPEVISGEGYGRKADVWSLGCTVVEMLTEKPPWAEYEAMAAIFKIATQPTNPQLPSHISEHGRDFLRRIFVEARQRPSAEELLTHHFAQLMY
PHOSPHO1 block: PubChem AID 1565; Phosphoethanolamine/phosphocholine phosphatase (Homo sapiens), Q8TCT1; recombinant PHOSPHO1, absorbance phosphatase assay; inhibition, % at 13.3 µM; hit rate 1.1% among 290,000; in the data active means inhibition above about 60%
Target sequence (Q8TCT1 whole entry, looked up): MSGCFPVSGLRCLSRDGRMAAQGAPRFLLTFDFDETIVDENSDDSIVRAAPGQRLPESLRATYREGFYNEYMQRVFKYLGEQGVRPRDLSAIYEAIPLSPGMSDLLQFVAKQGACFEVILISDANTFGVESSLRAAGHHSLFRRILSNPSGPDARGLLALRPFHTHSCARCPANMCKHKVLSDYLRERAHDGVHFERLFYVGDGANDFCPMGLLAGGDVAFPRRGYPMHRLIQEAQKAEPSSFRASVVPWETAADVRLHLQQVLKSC
* hit, by the source's call; · = not tested or not shown.

cpd | SMILES | MEKK2mut PB1 HTS | OXTR agonist | MEKK2wt PB1 HTS | NALP1 yeast inh | DNA FID counter
1 | CC(C)c1ccccc1NC(=O)CN1C(=O)c2ccccc2C1=O | 3 | 0.3 | 103 | 22 | -7
2 | O=C(Cc1ccc(F)cc1)Nc1nnc(-c2ccc(F)cc2)o1 | -11 | 0.1 | 98 | 14 | -2
3 | Cc1cc(-c2ccc(C(C)C)c(S(=O)(=O)N3CC(=O)Nc4ccccc43)c2)on1 | -2 | -0.6 | 98 | 15 | -36
4 | COc1ccc(NC(=O)c2nc(C)c(C3(C)CC(c4cccnc4)=NO3)s2)cc1 (stereo unspecified) | 6 | 4.6 | 98 | · | ·
5 | CCCCC1=CC2=C(c3ccco3)C(=O)C(C)(OC(=O)c3ccc(OC)cc3)C(=O)C2=CN1CCN1CCOCC1 (stereo unspecified) | 6 | -0.7 | 142* | · | ·
6 | O=C(Cn1cnc2ccccc2c1=O)c1ccc2ccccc2c1 | 1 | -1.0 | 104 | 16 | -6
7 | CN(C1CCCCC1)S(=O)(=O)c1cccc2nsnc12 | 5 | -1.5 | 103 | 3 | -11
8 | OC(CCN1CCCCC1)c1ccc(-c2ccccc2)cc1 (stereo unspecified) | 10 | 4.7 | 107 | 14 | 5
9 | CCOc1ccccc1-c1cc(-c2ccccc2)nc2c1c(=O)n(C)c(=O)n2C | · | -0.3 | · | -37 | -1
10 | O=C(O)CC/C(=C\c1ccccc1[N+](=O)[O-])c1nc2ccccc2s1 | · | 3.2 | · | 10 | -27

cpd | GPR7 antag | PfM18AAP inh | MEKK3 PB1 HTS | PHOSPHO1 block
1 | -9 | -7 | 102 | 19
2 | 19 | -6 | 101 | 36
3 | -4 | 2 | 99 | 24
4 | · | · | 112 | 25
5 | · | · | 95 | 35
6 | 15 | 0 | 103 | 2
7 | -2 | -3 | 100 | 34
8 | 0 | 3 | 103 | 40
9 | -3 | 1 | · | -19
10 | -4 | -1 | · | 1

The listing continues.
cpd | SMILES | MEKK2mut PB1 HTS | OXTR agonist | MEKK2wt PB1 HTS | NALP1 yeast inh | DNA FID counter
11 | O/N=C(/Cc1ccccn1)c1ccccc1 | 5 | 1.1 | 103 | 7 | 0
12 | CCOC(=O)C1(Cc2cccc(F)c2)CCN(C(=O)C2CCC2)CC1 | -4 | -2.5 | 95 | 5 | -30
13 | CCCOc1ccc(NCC(=O)Nc2ccc(C)cc2C)cc1 | 2 | -1.0 | 96 | -14 | -3
14 | Cc1cc(-c2[nH]nc3c2C(c2ccsc2)C(C#N)=C(N)O3)c(C)s1 (stereo unspecified) | 10 | -0.8 | 108 | 0 | -14
15 | O=C1N(Cc2ccccc2)c2ccccc2C12OCCO2 | 8 | -1.6 | 110 | 8 | -7
16 | CCCC[n+]1c(C)sc2cc(OC)ccc21 | -2 | -1.6 | 94 | 1 | -15
17 | C[C@]1(C(=O)NCc2cc(F)cc(C(F)(F)F)c2)C=C[C@@H](Cc2ccccc2)N1C(=O)c1ccccc1 | -4 | -0.4 | 95 | 30 | -29
18 | Cc1ccccc1OCC(=O)N/N=C/c1ccco1 | 2 | -0.4 | 107 | 9 | 3
19 | O=C(Nc1ccccc1O)c1ccc2c(c1)C(=O)N(N1C(=O)c3ccccc3C1=O)C2=O | -1 | 5.5 | 95 | 14 | -5
20 | NC(=O)CC(NC(=O)c1ccccc1)c1ccc(N2CCc3ccccc3C2)c([N+](=O)[O-])c1 (stereo unspecified) | -5 | 0.6 | 92 | 5 | -19

cpd | GPR7 antag | PfM18AAP inh | MEKK3 PB1 HTS | PHOSPHO1 block
11 | -12 | 2 | 100 | 24
12 | 8 | -14 | 105 | 13
13 | -3 | -13 | 102 | -35
14 | 8 | 9 | 113 | 38
15 | -18 | -2 | 107 | ·
16 | 5 | 24 | 94 | -45
17 | -7 | 5 | 100 | 8
18 | 13 | 2 | 105 | 37
19 | -6 | -4 | 102 | 38
20 | 14 | -7 | 99 | -13

Given with one line to a screen: entries from further up.
[14] Cc1cc(-c2[nH]nc3c2C(c2ccsc2)C(C#N)=C(N)O3)c(C)s1 (stereo unspecified)
[15] O=C1N(Cc2ccccc2)c2ccccc2C12OCCO2
[16] CCCC[n+]1c(C)sc2cc(OC)ccc21
[17] C[C@]1(C(=O)NCc2cc(F)cc(C(F)(F)F)c2)C=C[C@@H](Cc2ccccc2)N1C(=O)c1ccccc1
[18] Cc1ccccc1OCC(=O)N/N=C/c1ccco1
[19] O=C(Nc1ccccc1O)c1ccc2c(c1)C(=O)N(N1C(=O)c3ccccc3C1=O)C2=O
[20] NC(=O)CC(NC(=O)c1ccccc1)c1ccc(N2CCc3ccccc3C2)c([N+](=O)[O-])c1 (stereo unspecified)
Compound,14,15,16,17,18,19,20
MEKK2mut PB1 HTS,10,8,-2,-4,2,-1,-5
OXTR agonist,-0.8,-1.6,-1.6,-0.4,-0.4,5.5,0.6
MEKK2wt PB1 HTS,108,110,94,95,107,95,92
NALP1 yeast inh,0,8,1,30,9,14,5
DNA FID counter,-14,-7,-15,-29,3,-5,-19
GPR7 antag,8,-18,5,-7,13,-6,14
PfM18AAP inh,9,-2,24,5,2,-4,-7
MEKK3 PB1 HTS,113,107,94,100,105,102,99
PHOSPHO1 block,38,·,-45,8,37,38,-13

More results follow.
cpd | SMILES | MEKK2mut PB1 HTS | OXTR agonist | MEKK2wt PB1 HTS | NALP1 yeast inh | DNA FID counter
21 | Cc1nnc(SC(C)C(=O)Nc2ccc3c(c2)OCCO3)s1 (stereo unspecified) | -10 | -0.5 | 89 | 12 | -5
22 | Cc1ccc(S(=O)(=O)n2cnc3cc([N+](=O)[O-])ccc32)c(C)c1 | 0 | -0.8 | 100 | 8 | -1
23 | CCOC(=O)CNS(=O)(=O)c1cc(-c2n[nH]c(=O)c3ccccc23)ccc1C | 3 | · | 109 | -14 | -16
24 | O=C(NCc1ccccc1C(F)(F)F)C1CC(c2cc(C(F)(F)F)cc(C(F)(F)F)c2)=NO1 (stereo unspecified) | 3 | -0.8 | 76 | · | ·
25 | Cc1nc2sc3c(c2c(=N)n1N)CC(C)(C)OC3 | 11 | -0.5 | 111 | 13 | 1
26 | COc1ccccc1-n1c(=S)[nH]c2c(sc(=S)n2-c2ccccc2C)c1=O | 4 | 4.8 | 102 | -14 | -20
27 | COCCNC(=S)N1CCN(S(C)(=O)=O)CC1 | 3 | -0.7 | 96 | 7 | -5
28 | O=C1COc2ccc(C(=O)c3ccccc3C(=O)NCc3ccco3)cc2N1 | 2 | 0.1 | 100 | 20 | -10
29 | COC(=O)CCSc1cc([N+](=O)[O-])cc2c1c(C1OCCS1)nn2-c1ccccc1 (stereo unspecified) | 3 | -1.1 | 98 | 0 | 0
30 | O=C(c1ccc(F)cc1)N1CCCC(C(=O)N2CCN(c3ccccc3)CC2)C1 (stereo unspecified) | 1 | -2.5 | 102 | -15 | -28

cpd | GPR7 antag | PfM18AAP inh | MEKK3 PB1 HTS | PHOSPHO1 block
21 | -11 | 1 | 89 | -48
22 | 1 | 0 | 99 | -10
23 | 0 | -1 | 104 | -13
24 | · | · | 82 | 44
25 | 7 | 8 | 105 | 22
26 | -9 | -6 | 103 | -24
27 | 0 | 3 | 100 | 23
28 | 4 | 1 | 102 | -15
29 | 4 | 2 | 105 | 42
30 | -5 | 2 | 104 | 42

Next section.
cpd | SMILES | MEKK2mut PB1 HTS | OXTR agonist | MEKK2wt PB1 HTS | NALP1 yeast inh | DNA FID counter
31 | O=C(c1ccc(Cl)cc1)N1CCCOC1 | 1 | -0.3 | 100 | 6 | 3
32 | Cc1cc(SCC(=O)N/N=C/c2ccc(O)c(O)c2)nc2ccccc12 | 2 | 1.8 | 105 | 14 | -19
33 | Cc1ccc(-c2cc(C(=O)N/N=C/C=C/c3ccccc3)n[nH]2)s1 | -2 | -0.7 | 81 | 17 | -7
34 | COc1cc(C(=O)O)cc(NC(=O)c2ccco2)c1OC | 12 | 0.8 | 102 | 9 | 0
35 | CC(C)N(CCNC(=O)COc1ccc2oc3c(c2c1)CCCC3)C(C)C | 12 | -0.6 | 116 | 9 | 20
36 | CCOC(=O)N1CCN(CCC(=O)Nc2ccc(C)cc2)CC1 | 0 | -1.4 | 97 | 12 | -6
37 | CC(C)N1C(=O)CN(C2CCCCCC2)C(=O)C1c1ccccc1F (stereo unspecified) | 1 | -0.5 | 103 | 16 | -17
38 | O=C(COC(=O)CNC(=O)c1ccc(Cl)cc1)Nc1ccc(Cl)cc1C(F)(F)F | 0 | 0.6 | 103 | -2 | -10
39 | C#CCNC(=O)C1=C[C@@H](c2coc3ccccc3c2=O)C[C@@H](OCCCCO)O1 | 2 | -0.6 | 106 | -16 | -8
40 | CCSc1nnc(Nc2ccc(C)cc2)s1 | 2 | -1.6 | 95 | 10 | -13

cpd | GPR7 antag | PfM18AAP inh | MEKK3 PB1 HTS | PHOSPHO1 block
31 | -16 | -3 | 105 | -1
32 | -1 | 56* | 103 | 18
33 | -7 | 11 | 101 | 5
34 | -7 | 3 | 103 | 27
35 | -2 | -3 | 102 | -10
36 | 12 | 3 | 100 | 8
37 | 2 | -1 | 97 | 9
38 | -15 | 2 | 107 | 4
39 | -15 | 3 | 99 | 48
40 | -8 | 1 | 92 | 24

(cont.)
cpd | SMILES | MEKK2mut PB1 HTS | OXTR agonist | MEKK2wt PB1 HTS | NALP1 yeast inh | DNA FID counter
41 | O=C(COc1ccccc1)Nc1ccncc1 | -8 | 1.5 | 93 | -12 | 3
42 | CCOC(=O)c1c(C)c(C(=O)Nc2cc(F)ccc2F)c(C)n1C | 19 | -1.8 | 108 | 17 | -3
43 | CN(CCO)c1ccc([N+](=O)[O-])cc1C(=O)O | 2 | -0.6 | 100 | 34 | 4
44 | CCN(CC)C(=O)c1cccc2nc3ccccc3nc12 | 2 | -1.3 | 99 | -4 | -8
45 | O=C(O)CCC(=O)N1CCc2cc(S(=O)(=O)Nc3ccc4c(c3)OCCO4)ccc21 | 1 | 0.3 | 95 | 18 | -28
46 | COc1ccc(-c2nnc(SCC(=O)/C(C#N)=C(\C)N)o2)cc1 | 4 | 4.0 | 101 | 30 | -3
47 | Cc1cccc(NC(=O)CN2CCc3cc4c(cc3C2C)OCCCO4)c1 (stereo unspecified) | -3 | 2.4 | 98 | 25 | -18
48 | COc1ccc(NC(=O)NNS(=O)(=O)c2ccc(Br)cc2)cc1 | 3 | · | 102 | 2 | -6
49 | CC(C)(C)OC(=O)CNC(=O)c1[nH]cnc1C(=O)Nc1ccc(Cl)cc1 | -5 | -0.7 | 94 | · | ·
50 | O=C(Cc1ccc([N+](=O)[O-])cc1)OCc1ccc([N+](=O)[O-])cc1 | -8 | 0.2 | 91 | 25 | 3
51 | Cc1csc2cc(-c3cccc([N+](=O)[O-])c3)c(-c3cccc([N+](=O)[O-])c3)c[n+]12 | 1 | -1.6 | 108 | 3 | 13

cpd | GPR7 antag | PfM18AAP inh | MEKK3 PB1 HTS | PHOSPHO1 block
41 | 16 | 0 | 106 | 45
42 | -14 | 1 | 99 | 4
43 | -13 | 0 | 97 | 0
44 | -2 | -7 | 104 | 15
45 | -8 | -5 | 98 | 20
46 | -9 | -4 | 100 | 6
47 | 4 | 2 | 99 | 18
48 | -10 | 2 | 102 | 36
49 | · | · | 95 | 44
50 | 44* | 0 | 96 | 43
51 | -14 | -1 | 103 | 5
